Source: PubChem (several laboratories)
AID2073: inhibitors of Mint1-CaV2.2 protein interaction, biochemical, HTRF (AID 2073); HTRF protein-protein interaction, Mint1-CaV2.2; higher % means a stronger effect; inhibition, % at 20 µM; hits with a dose series show IC50 in µM; 290,000 tested, 0.19% active; in the data active = inhibition mostly above about 51%, no sharp cut-off; inconclusive = no clear call, values can overlap the other calls; inactive = mostly below about 53%; note: some results filed as inactive read as strong as hits
XIAP antagonists: XIAP antagonists, biochemical, IAP family, fluorescence polarization (AID 1018); displacement, % at 20 µM, or IC50 in µM where a hit was titrated; XIAP BIR domain, fluorescence polarization peptide displacement; higher % means a stronger effect; 200,000 tested, 0.007% active; in the data active = displacement above about 50%; note: a part of the inactive calls stands beside numbers as strong as those of hits
CSM14.1 death rescue: rescue of cells from ER stress-induced death, primary screen, 384-well, CSM14.1, thapsigargin, ATP luminescence (AID 1222) | CSM14.1 thapsigargin-induced death rescue, ATP luminescence; higher % means a stronger effect | one-dose cellular ATP content (survival), % at 20 µM; EC50 in µM for titrated hits | 190,000 tested, under 10 active;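 active = EC50 below 50 µM in the dose-response confirmation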;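 note: death triggered by thapsigargin at about 15 µM added after 2 h compound pretreatment; cell ATP read after overnight thapsigargin exposure of roughly 18 to 22 hours; normalized against plate controls of thapsigargin alone and 5% DMSO vehicle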
P. falciparum M17LAP: P. falciparum M17LAP inhibitors, primary screen, biochemical, fluorogenic H-Leu-NHMec substrate, 1536-well (AID 1619) | inhibition, % at 30 µM; hits with a dose series show IC50 in µM | recombinant M17LAP, H-Leu-NHMec fluorogenic kinetic assay; higher % means a stronger effect | 220,000 tested, 0.38% active;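 active = compound inhibiting the enzyme by more than half at any dose during confirmatory dose-response retesting; inconclusive = strong single-dose inhibitors picked by rank but not retested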;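 note: plate controls were full reaction with DMSO carrier for no effect and no enzyme background for full effect; strong numbers were not always called active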
P. falciparum M1AAP: P. falciparum M1AAP inhibitors, biochemical, fluorogenic H-Leu-NHMec substrate, 1536-well (AID 1445) | recombinant M1AAP, H-Leu-NHMec fluorogenic kinetic assay; higher % means a stronger effect | inhibition, % at 30 µM, or IC50 in µM where a hit was titrated | 220,000 tested, 0.42% active;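 active = primary inhibition above the hit cutoff, then over 50% inhibition at one or more dose response concentrations, cut at about 23% in these data, passing the limit was not always enough; inconclusive = conflicting primary data, or primary hits not chosen for dose response; inactive = low primary inhibition, or under 50% at every dose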;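 note: plate controls were DMSO full reaction for no effect and no enzyme background for full effect; strong numbers were not always called active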
LYP inhibition: inhibitors of LYP phosphatase, biochemical, fluorescence intensity, uHTS (AID 1779); recombinant LYP phosphatase, fluorescence intensity; higher % means a stronger effect; inhibition, % at 11.5 µM, or IC50 in µM where a hit was titrated; 290,000 tested, 0.054% active;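 note: plate controls were vehicle with enzyme for no effect and no enzyme for full effect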
Lipid droplet: hepatic lipid droplet formation modulation; AID 1656; inhibition, % at 6.5 µM; AML12 mouse hepatocytes, oleate lipid droplets, BODIPY imaging; 240,000 tested, 0.4% active;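 active = lipid droplet intensity inhibited by at least 50%, with more than 500 cells counted; inconclusive = wells with under 300 cells, treated as cytotoxic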
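Material – mouse AML12 hepatocyte cell line, fixed after treatment · Compound dosing – one dose, 6.5 µM compound · Times – compound with oleate, overnight · Measured by – Image-based BODIPY and DAPI two-channel analysis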
HEK293 NOD2/NF-kB: NOD2 signaling inhibitors, cell-based, luminescence, uHTS, HEK293 (AID 1566); HEK293 NOD2/NF-kB luciferase reporter, luminescence; higher % means a stronger effect; inhibition, % at 4 µM, or EC50 in µM where a hit was titrated; 290,000 tested, 0.63% active; note: many of its hits are not listed in these tables
SIAH1 antagonists: blockers of Siah-1 interaction with plectin peptide – biochemical, fluorescence polarization, rhodamine-plectin, uHTS, primary screen (AID 1817). Siah-1 / rhodamine-plectin peptide fluorescence polarization; higher % means a stronger effect. displacement, % at 20 µM, or IC50 in µM where a hit was titrated. 290,000 tested, 0.02% active;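 active = displacement of at least 50% at 20 µM, with a fluorescence ratio check between 0.3 and a set limit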;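 note: plate controls were Siah plus tracer with DMSO for no effect and tracer alone without Siah for full effect; strong numbers were not always called active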
Lipid droplet cells 6.5 µM: recorded beside Lipid droplet, whose call it bears; cell count; measured here: cell count, cytotoxicity flag;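 cells counted across two imaged fields per well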
An asterisk follows results filed as active; ? = inconclusive; . = not tested or not shown. Cut-off read from the data, not from the text of the source, unless noted: active = inhibition above about 50%; inactive = the rest. Not all compounds are listed; the hit share may differ from the screen's.

cpd	Molecule	AID2073	XIAP antagonists	CSM14.1 death rescue	P. falciparum M17LAP	P. falciparum M1AAP
1	CN(Cc1nnc(SCC(=O)NCCc2ccccc2)n1C)S(=O)(=O)c1ccccc1	6%	0.3%	-3.0%	0%	-4%
2	Cc1ccc(S(=O)(=O)N2CCN(C(=O)CCn3cncn3)CC2)cc1C	2%	.	.	.	.
3	Cc1ccc(OCc2ccc(C(=O)O)o2)cc1C	14%	.	.	.	.
4	O=C(CN1CCN(Cc2ccccc2)CC1)NC(=O)NC1CCCCC1	-4%	-4.5%	-0.3%	2%	8%
5	COc1ccc(OC)c(Cc2nnc(CCC(=O)NC3CCCCC3)o2)c1	-5%	-1.5%	-0.2%	-1%	-2%
6	Cc1nc(S/C(=C\c2ccc(OCc3ccccc3Cl)cc2)C(=O)O)n[nH]1	28%	-1.2%	-1.6%	-9%	-5%
7	O=C(Nc1cccc(S(=O)(=O)N2CCCCC2)c1)c1ccc(OCC2CCCO2)cc1 (stereo not drawn)	4%	-2.9%	-0.7%	-10%	7%
8	COCc1cc(C)nc(N/N=C/c2ccc(-c3cc(C(=O)O)ccc3Cl)o2)c1C#N	16%	-6.4%	-0.9%	8%	16%
9	CCn1c(Cn2nnc(-c3ccccc3)n2)nnc1SCC(=O)N1CCOCC1	11%	-2.0%	-0.9%	1%	0%
10	CC(C(=O)O)n1nc2ccccc2n1 (stereo not drawn)	-2%	-3.1%	2.0%	0%	2%
11	CC(C)(C)NC(=O)Cn1c(SCC(=O)N2CCCCCC2)nc2ccccc21	-8%	-2.2%	2.3%	17%	0%
12	O=C(c1cc(-c2ccc(Cl)cc2)n[nH]1)N1CCN(C(=O)c2ccco2)CC1	10%	.	.	.	.

cpd	LYP inhibition	Lipid droplet	Lipid droplet cells 6.5 µM	HEK293 NOD2/NF-kB	SIAH1 antagonists
1	-9%	28	778	-3%	0%
2	-2%	1	809	9%	2%
3	-5%	0	816	-72%	-2%
4	-5%	.	.	13%	5%
5	-6%	-24	681	-38%	10%
6	1%	.	.	7%	-3%
7	-2%	-14	704	18%	12%
8	0%	-26	645	-1%	-6%
9	6%	-6	770	10%	1%
10	-7%	.	.	10%	0%
11	-9%	.	.	3%	-6%
12	-10%	-10	768	12%	-4%

Going on with the list:
cpd	Molecule	AID2073	XIAP antagonists	CSM14.1 death rescue	P. falciparum M17LAP	P. falciparum M1AAP
13	CC1Cc2ccccc2N1C(=O)CSc1nc2ccccc2s1 (stereo not drawn)	2%	-6.7%	-0.2%	3%	6%
14	O=c1ccccn1CCOc1ccc(Cl)cc1	2%	.	.	10%	14%
15	Cc1ccc(C(C)C)c(OCC(=O)Nc2ccc3c(c2)nc(CN2CCCC2)n3C)c1	-7%	-13%	-1.1%	-4%	7%
16	CSc1nnnn1-c1ccc(C(=O)O)cc1	14%	-5.2%	-1.9%	-8%	6%
17	O=S(=O)(c1ccc(N2CCOCC2)cc1)N1CCOCC1	-4%	-4.5%	-0.8%	-6%	6%
18	COc1ccc(/C=N/NC(=O)c2cccc([N+](=O)[O-])c2)cc1OC(=O)c1ccccc1	-2%	-20%	-2.1%	-6%	?
19	O=C(NC1CCCCC1)C1CCN(C(=O)c2ccccc2Cl)CC1	0%	.	.	.	.
20	CSc1ccccc1NC(=O)c1cc(Cl)sc1Cl	0%	.	.	.	.
21	COc1ccc(N2CCN(C(=O)C(=O)c3c[nH]c4ccccc34)CC2)cc1	3%	.	.	.	.
22	O=C(Nc1ccccc1N(C(=O)c1ccco1)S(=O)(=O)c1cccs1)c1ccco1	-4%	-4.5%	-0.1%	4%	9%
23	Nc1cc(N)nc(SCC(=O)NNC(=O)c2ccc(Cl)cc2)n1	-14%	-2.3%	-1.3%	32%	6%
24	Cc1cccc(C)c1NC(=O)CSC(=O)c1sc2ccccc2c1Cl	2%	.	.	-6%	3%

cpd	LYP inhibition	Lipid droplet	Lipid droplet cells 6.5 µM	HEK293 NOD2/NF-kB	SIAH1 antagonists
13	-9%	14	682	-4%	3%
14	-11%	9	678	-21%	-1%
15	1%	-3	792	15%	-2%
16	-2%	.	.	0%	0%
17	-1%	0	749	-4%	7%
18	-1%	-8	750	-6%	-2%
19	-6%	-20	572	-7%	-2%
20	-6%	.	.	-5%	8%
21	-8%	-2	721	20%	10%
22	-6%	16	750	5%	2%
23	-8%	.	.	28%	-4%
24	-2%	16	733	20%	9%

Other records:
cpd	Molecule	AID2073	XIAP antagonists	CSM14.1 death rescue	P. falciparum M17LAP	P. falciparum M1AAP
25	COC(=O)c1cc(NCc2ccc3c(c2)OCO3)ccc1N1CCOCC1	-13%	-1.3%	-1.2%	12%	2%
26	Cc1cc(OCCN2CCOCC2)ccc1[N+](=O)[O-]	0%	1.1%	-1.6%	8%	9%
27	CCN(CC)c1ccc(/C=N/O)cc1	28%	-5.4%	0.0%	5%	8%
28	CN1/C(=C/C(=S)NC(=O)C2CCC2)C(C)(C)c2ccccc21	19%	-3.9%	-0.6%	3%	6%
29	Cc1c(NS(=O)(=O)c2ccc(S(=O)(=O)c3ccccc3)s2)c(=O)n(-c2ccccc2)n1C	3%	.	.	1%	17%
30	Cc1ccc(/C=N/N=C2/NC(=O)CS2)o1	4%	-4.5%	-0.5%	42%	20%
31	CCCCOc1cccc(C(=O)NC(=S)Nc2cccnc2)c1	-7%	-4.1%	-1.0%	-12%	10%
32	Cc1cc(N/N=C2\CC(C)CC(C)(C)C2)nc2ccccc12 (stereo not drawn)	1%	-4.1%	-3.9%	17%	0%
33	Cc1ccc(Cl)cc1NC(=S)Nn1cnnc1	15%	.	.	.	.
34	O=C(NNC(=S)Nc1cccc(Cl)c1)c1ccccc1OC(F)F	2%	-3.3%	0.4%	3%	7%
35	COc1cccc(CNC(=O)Cn2c(=O)oc3ccccc32)c1OC	-2%	-8.4%	.	13%	-4%
36	Cc1ccc(CNC(=O)CS(=O)(=O)c2cn(CC(=O)N3CCOCC3)c3ccccc23)cc1	-31%	.	.	.	.

cpd	LYP inhibition	Lipid droplet	Lipid droplet cells 6.5 µM	HEK293 NOD2/NF-kB	SIAH1 antagonists
25	-4%	2	814	10%	-3%
26	-3%	7	660	-18%	8%
27	-4%	31	674	8%	-2%
28	4%	-12	692	12%	4%
29	-2%	12	695	8%	-4%
30	4%	-4	712	14%	2%
31	-4%	-8	569	5%	12%
32	-4%	19	671	18%	2%
33	-11%	-7	687	-2%	9%
34	-1%	-4	732	-3%	-9%
35	-4%	-4	644	-12%	0%
36	-10%	18	694	-8%	2%

Further results follow:
cpd	Molecule	AID2073	XIAP antagonists	CSM14.1 death rescue	P. falciparum M17LAP	P. falciparum M1AAP
37	O=C(COc1ccc(Br)cc1)NCCCNC(=O)c1ccncc1	-5%	.	.	.	.
38	CCN(CC(=O)Nc1ccc2c(c1)OCCO2)C(=O)/C=C/c1ccc(F)cc1	4%	-7.2%	-2.3%	-2%	4%
39	CCn1c(C)c(C(C)=O)c(N2CCN(c3ccccn3)CC2)nc1=S	-15%	-5.7%	5.4%	11%	1%
40	O=C(O)c1sc2ncccc2c1OCc1ccccc1	6%	-5.4%	-0.8%	-4%	1%
41	COc1ccc(-c2csc(Cc3nc(O)cs3)n2)cc1	30%	-8.5%	.	10%	11%
42	O=C(COC(=O)Cc1ccsc1)NCC1CCCCC1	-2%	-1.6%	-0.3%	4%	-1%
43	CCOC(=O)Cn1c(CN(Cc2ccccc2)Cc2ccccc2)nc2c1c(=O)n(C)c(=O)n2C	-3%	7.7%	0.3%	4%	-2%
44	CCC1CCCCN1CC(=O)Nc1cc(C)nn1-c1nc(C)cc(C)n1 (stereo not drawn)	6%	-8.6%	-0.9%	-4%	10%
45	O=C(OCc1ccc(F)cc1)c1cc2ccccc2cc1O	10%	.	.	.	.
46	c1ccc(Cn2nnnc2C(c2cccnc2)N2CCN(c3ccccc3)CC2)cc1 (stereo not drawn)	4%	-5.6%	2.7%	-3%	-1%
47	Cc1cc(C=O)c(C)n1-c1sc2c(c1C(=O)O)CCCC2	0%	-3.3%	-0.9%	-5%	4%
48	Cc1ccc(S(=O)(=O)NC(=NC2CCCCC2)c2ccccc2)cc1	4%	.	.	.	.

cpd	LYP inhibition	Lipid droplet	Lipid droplet cells 6.5 µM	HEK293 NOD2/NF-kB	SIAH1 antagonists
37	-5%	10	867	4%	2%
38	1%	-23	692	-13%	4%
39	-4%	0	793	11%	1%
40	-6%	18	730	3%	6%
41	2%	0	709	-136%	23%
42	-7%	8	760	4%	1%
43	2%	.	.	1%	1%
44	-8%	.	.	-8%	3%
45	-7%	0	864	-5%	-3%
46	-8%	.	.	-11%	1%
47	-4%	4	720	8%	0%
48	5%	4	803	-20%	-1%

Reprinted: nos. 37 to 39
cpd	Molecule	AID2073	XIAP antagonists	CSM14.1 death rescue	P. falciparum M17LAP	P. falciparum M1AAP
37	O=C(COc1ccc(Br)cc1)NCCCNC(=O)c1ccncc1	-5%	.	.	.	.
38	CCN(CC(=O)Nc1ccc2c(c1)OCCO2)C(=O)/C=C/c1ccc(F)cc1	4%	-7.2%	-2.3%	-2%	4%
39	CCn1c(C)c(C(C)=O)c(N2CCN(c3ccccn3)CC2)nc1=S	-15%	-5.7%	5.4%	11%	1%

cpd	LYP inhibition	Lipid droplet	Lipid droplet cells 6.5 µM	HEK293 NOD2/NF-kB	SIAH1 antagonists
37	-5%	10	867	4%	2%
38	1%	-23	692	-13%	4%
39	-4%	0	793	11%	1%

Next structures.
cpd	Molecule	AID2073	XIAP antagonists	CSM14.1 death rescue	P. falciparum M17LAP	P. falciparum M1AAP
49	Nn1c(COc2cccc(Cl)c2)nc2ccccc2c1=O	26%	-1.8%	-0.2%	23%	4%
50	CCOc1ccc(-c2nnn(CC(=O)Nc3cc(OC)ccc3OC)n2)cc1OCC	15%	-3.7%	4.8%	-3%	4%
51	COc1ccc(C(=O)c2ccccc2Cl)cc1OC	2%	-3.2%	1.2%	0%	4%
52	CCCCCCOc1ccc(C(CC(N)=O)C(=O)O)cc1 (stereo not drawn)	8%	-3.9%	1.1%	7%	-1%

cpd	LYP inhibition	Lipid droplet	Lipid droplet cells 6.5 µM	HEK293 NOD2/NF-kB	SIAH1 antagonists
49	-4%	-4	612	-1%	-5%
50	-1%	.	.	7%	4%
51	-5%	-4	723	11%	8%
52	-9%	11	699	25%	4%
